From PubChem BioAssay
MEKK2 WT-MEK5: raises or lowers MEK5 binding to wildtype human MEKK2 PB1 domain; binding response (% of control), % at 10 µM; Q9Y2U5; 290,000 tested, 1.1% active; bead flow cytometry, Alexa488-MEK5 binding to MEKK2 WT; actives lie on both sides; in the data active = binding response below about 67% or above about 130%
PHOSPHO1 inh: PHOSPHO1 (human) inhibition. recombinant PHOSPHO1, absorbance phosphatase assay. 290,000 tested, 1.1% active. inhibition, % at 13.3 µM. Q8TCT1; in the data active = inhibition above about 60%
Target sequence (Q8TCT1 whole entry, looked up): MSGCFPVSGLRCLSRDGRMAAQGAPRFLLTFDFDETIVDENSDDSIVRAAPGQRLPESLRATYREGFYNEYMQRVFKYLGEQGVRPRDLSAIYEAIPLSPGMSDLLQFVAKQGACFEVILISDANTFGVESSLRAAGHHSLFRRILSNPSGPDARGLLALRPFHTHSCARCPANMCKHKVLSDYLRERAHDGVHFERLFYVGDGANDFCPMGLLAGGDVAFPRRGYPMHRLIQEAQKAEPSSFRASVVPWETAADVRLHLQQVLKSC
GalR3 antagonist: human GalR3 antagonism | AID 651719 | HEK293 GalR3-CNG cAMP membrane potential fluorescence; galR3 body fused to GalR1 C-terminus | O60755 | 360,000 tested, 0.44% active | inhibition, % at 3 µM;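 active = inhibition above the screen-wide average plus 3 SD, cut at about 13% in these data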;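 note: forskolin and galanin both at EC90 stimulate the cells; cAMP rise reported by CNG channel membrane potential dye signal; 0% = forskolin plus galanin with DMSO and 100% = forskolin alone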
Target sequence (O60755 1-299 limits assumed): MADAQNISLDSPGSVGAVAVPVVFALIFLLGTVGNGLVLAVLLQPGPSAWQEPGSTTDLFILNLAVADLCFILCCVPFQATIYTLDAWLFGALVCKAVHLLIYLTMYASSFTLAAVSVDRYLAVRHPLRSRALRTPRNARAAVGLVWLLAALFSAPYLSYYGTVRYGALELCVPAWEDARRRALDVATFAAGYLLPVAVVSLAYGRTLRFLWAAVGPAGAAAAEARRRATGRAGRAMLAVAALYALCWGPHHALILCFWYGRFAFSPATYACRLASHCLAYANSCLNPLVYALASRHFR
MEKK3 PB1 HTS: modulators (inhibitors or enhancers) of MEK5 binding to human MEKK3 PB1 domain. Q99759. bead-based flow cytometry, Alexa488-MEK5 binding to MEKK3; actives lie on both sides; 0 = blocked by unlabeled MEK5, 100 = vehicle. binding response (% of control), % at 10 µM. 290,000 tested, 1.4% active. AID 1529;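 active = binding response more than 3 SD above or below the average of its plate-row segment, actives on both sides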;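 note: Alexa488 bead fluorescence after subtracting the streptavidin-only scavenger bead signal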
GPR7 antag: antagonists of human GPR7 (neuropeptides B/W receptor 1); P48145; GPR7-expressing cells, fluorescence antagonist assay; inhibition, % at 4.4 µM; 290,000 tested, 1.1% active; AID 1861; in the data active = inhibition above about 16%, passing the limit was not always enough;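 note: cells stimulated with the agonist NPW; 0% = agonist with vehicle and 100% = vehicle without agonist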
MEKK2mut PB1 HTS: signal of MEK5 binding to mutant human MEKK2 PB1 domain. AID 1530. percent response, % at 10 µM. 290,000 tested, 0.35% active. bead flow cytometry, Alexa488-MEK5 binding to MEKK2 mutant; in the data active = percent response above about 24%, passing the limit was not always enough; note: inactives centre near 1; some results filed as inactive read as strong as hits; reference of the scale not given here
V1R ag counter: V1a receptor agonism, counter-screen for OXTR agonists | 320,000 tested, 0.25% active | P37288 | AID 2797 | CHO-V1R cells, Fluo-8 calcium fluorescence, agonist mode; 0% DMSO, 100% 3 nM vasopressin | activation, % at 3 µM;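 active = activation above the mean activation of all tested compounds plus 3 SD, per screening run, cut at about 20% in these data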;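 note: signal is peak over basal fluorescence ratio across a 100 second FLIPR read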
OXTR agonist: agonists of human oxytocin receptor; P30559; CHO-OTR cells, Fluo-8 calcium fluorescence; normalized: DMSO 0%, oxytocin 100%; activation, % at 3 µM; 320,000 tested, 0.32% active; AID 2435;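 active = activation above the mean of all tested compounds plus 3 SD, cutoff set per screening run, cut at about 20% in these data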;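 note: peak over basal fluorescence ratio from a 100 s FLIPR kinetic read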
Target sequence (P30559 whole entry, looked up): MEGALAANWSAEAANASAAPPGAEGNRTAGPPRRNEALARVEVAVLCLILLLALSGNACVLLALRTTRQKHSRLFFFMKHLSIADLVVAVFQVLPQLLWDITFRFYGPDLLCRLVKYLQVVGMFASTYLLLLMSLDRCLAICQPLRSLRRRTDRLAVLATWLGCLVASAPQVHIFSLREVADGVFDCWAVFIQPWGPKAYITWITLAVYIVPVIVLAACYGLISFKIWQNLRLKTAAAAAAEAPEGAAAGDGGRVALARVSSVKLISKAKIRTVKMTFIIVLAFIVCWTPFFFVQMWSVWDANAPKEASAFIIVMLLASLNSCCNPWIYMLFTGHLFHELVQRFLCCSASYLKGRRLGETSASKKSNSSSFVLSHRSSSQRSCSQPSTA
NALP1 inh: NALP1 inhibition. inhibition, % at 10 µM. S. cerevisiae NALP1/ASC/caspase-1 growth, X-gal OD620, 72 h. 280,000 tested, 0.61% active. AID 2071; in the data active = inhibition mostly above about 24%, no sharp cut-off; inactive = mostly below about 32%; note: some compounds called inactive have numbers as strong as hits
The depositor's hits bear a star; . = not tested or not shown; & = joins results of further samples; [ ] = another dose, or the depositor's remark.

SMILES	MEKK2 WT-MEK5	PHOSPHO1 inh	GalR3 antagonist	MEKK3 PB1 HTS	GPR7 antag	MEKK2mut PB1 HTS	V1R ag counter	OXTR agonist	NALP1 inh
Cc1ccccc1-c1ccc(C(=O)NCc2ccccc2)o1	98	-9	0	95	-1	-4	-1.2	-2.1	30
CC(C)CN(C(=O)CN1CCOCC1)c1c(N)n(CC(C)C)c(=O)[nH]c1=O	101	-6	-4	98	-2	-8	0.3	1.6	28
COC(=O)C1=NN(c2ccc(OC)cc2)C2C(=O)N(c3ccccc3OC)C(=O)C12 (configuration not stated)	99	-10	-4	107	8	1	0.6	0.2	.
COc1ccc(CCNC(=O)c2ccc(Cl)cc2)cc1	97	26	-7	100	-10	-2	0.2	-2.2	-21
CCCS(=O)(=O)c1nc(S(=O)(=O)c2ccc(C)cc2)c(N2CCc3ccccc3C2)s1	94	-6	-2	99	-6	-1	0.9	-0.5	13
COC(=O)c1ccc(NC(=O)c2cccc(C)c2)cc1	104	30	-10	105	-6	10	0.6	0.9	8
COc1ccc(NC(=O)C2(S(=O)(=O)c3ccc(C)cc3)CC2)cc1OC	97	-3	-7	100	-5	1	0.8	0.5	-3
Cc1ccc(S(=O)(=O)CC(=O)Nc2nc(C(C)(C)C)cs2)cc1	96	23	-5	100	-2	0	1.9	-1.5	4
Cc1ccccc1CN1C(=O)[C@H]2Cc3c([nH]c4ccccc34)C(C)(C)N2C1=O	96	.	-3	100	.	-4	-0.1	0.8	.
C=CCn1c(Cc2ccccc2)n[nH]c1=S	86	27	0	97	8	-11	0.3	0.5	-3
COc1ccc(/C=N/NC(=O)c2[nH]c(C)c(C(=O)N/N=C/c3ccc(OC)cc3)c2C)cc1	105	-14	9	126	-8	1	0.1	0.6	27
CNc1nc(Cl)c(SC)c(NC2CCCCC2)n1	124	30	-1	148*	-17	6	-0.3	-2.1	-13
O=C(Cn1[nH]c(=O)c2ccccc2c1=O)Nc1cccc(-c2nnc3n2CCCCC3)c1	.	18	0	.	.	.	1.0	0.9	0
Cc1ccc(-n2nc3c(c2NC(=O)c2ccc4c(c2)OCO4)CSC3)c(C)c1	99	25	-1	98	-3	1	0.5	-0.6	26
CCCC(=O)NCc1nc2ccccc2n1CC(=O)c1ccccc1	99	28	-9	101	9	9	0.8	0.9	16
CCOC(=O)c1ccccc1NC(=O)CSc1nc(N)cc(N)n1	103	14	-4	105	-11	4	0.2	-0.9	-56
COc1ccc(C(=O)CSc2nnc(CNc3ccc(F)cc3)o2)cc1	104	4	-10	105	-4	5	7.7	7.6	4
CC(C)(C)c1ccc(OC(=O)CN2C(=O)C3C4CCC(C4)C3C2=O)cc1 (configuration not stated)	105	6	-1	102	4	-2	6.2	1.4	4
CCC(C)N1CCNCC1 (configuration not stated)	102	37	-2	92	1	-1	0.9	0.4	2
Cn1c(=O)n(C)c2cc(/C=C3/NC(=O)N(Cc4ccccc4)C3=O)ccc21	106	3	-4	103	-7	8	0.1	0.8	6
Cc1c(NC(=O)/C(C#N)=C/c2ccc(-c3ccc(Cl)cc3)o2)c(=O)n(-c2ccccc2)n1C	89	0	-1	89	-2	-3	6.5	0.7	4
CCOc1cc(-c2cc(-c3ccc(C)o3)nc(N)c2C#N)ccc1O	99	15	-1	99	-2	1	-0.4	-1.1	16
O=C(N/N=C/c1ccc(OC(=O)c2cccs2)cc1)c1ccccn1	104	21	-4	102	-6	6	1.4	1.7	0
CCc1cc(-c2n[nH]c(C)c2-c2ccccc2Cl)c(O)cc1OC	106	22	-8	103	-21	4	-0.5	-1.8	2
CC(=O)N(C)c1ccc(NS(=O)(=O)Cc2ccccc2)cc1	95	24	-3	97	-12	2	0.5	2.2	14
COc1cc(C(=O)NCc2ccc3c(c2)cc(C)n3C)cc(OC)c1OC	98	-13	-6	107	-2	-1	1.1	1.2	-5
O=C(CCCc1ccccc1)N1CCN(C2CCCCC2)CC1	101	56	-12	100	-10	4	-0.7	0.5	15
COC1=C(OC)c2ccccc2C(C(=O)O)N/C1=C(/C)Nc1ccncc1 (configuration not stated)	102	24	2	104	-10	3	0.3	0.7	6
O=c1cc(-c2ccccc2Cl)oc2c(NS(=O)(=O)c3cccs3)ccc(O)c12	104	27	-7	84	.	4	-1.0	-2.4	-41
COc1ccc(/C(N)=N/OC(=O)Cc2ccccc2OC)cc1	88	30	-3	96	3	-5	-0.4	-1.4	11

Taken from the results shown, 4 compounds:
SMILES	MEKK2 WT-MEK5	PHOSPHO1 inh	GalR3 antagonist	MEKK3 PB1 HTS	GPR7 antag	MEKK2mut PB1 HTS	V1R ag counter	OXTR agonist	NALP1 inh
Cc1ccccc1-c1ccc(C(=O)NCc2ccccc2)o1	98	-9	0	95	-1	-4	-1.2	-2.1	30
CC(C)CN(C(=O)CN1CCOCC1)c1c(N)n(CC(C)C)c(=O)[nH]c1=O	101	-6	-4	98	-2	-8	0.3	1.6	28
COC(=O)C1=NN(c2ccc(OC)cc2)C2C(=O)N(c3ccccc3OC)C(=O)C12 (configuration not stated)	99	-10	-4	107	8	1	0.6	0.2	.
COc1ccc(CCNC(=O)c2ccc(Cl)cc2)cc1	97	26	-7	100	-10	-2	0.2	-2.2	-21

Remaining list, next part:
SMILES	MEKK2 WT-MEK5	PHOSPHO1 inh	GalR3 antagonist	MEKK3 PB1 HTS	GPR7 antag	MEKK2mut PB1 HTS	V1R ag counter	OXTR agonist	NALP1 inh
CCOc1ccc(NC(=S)N2CCN(S(=O)(=O)c3ccc(C)cc3)CC2)cc1	95	6	-2	99	-4	-4	2.3	0.6	3
Cn1c(=O)c2c(nc(SCc3ccc(C(=O)O)cc3)n2C)n(C)c1=O	108	46	-6	106	-2	5	-0.3	0.7	9
O=C(O)c1cc(-n2nnnc2SCc2ccc([N+](=O)[O-])cc2)ccc1Cl	109	24	-5	112	-6	8	1.0	0.9	20
Cc1ccc(C(=O)N2CC(C(=O)O)C2)cc1	102	16	-4	100	-7	0	0.7	-0.1	-9
COC(=O)c1cc(OC)c(OC)cc1NC(=O)Nc1ccc(OC)cc1	108	13	-1	107	2	18	0.4	-0.7	8
CN1CCN(c2ccc(NC(=O)c3ccccc3)cc2)CC1	111	42	-8	104	-16	8	0.9	0.8	22
CC(NC(=O)c1sc2ccccc2c1Cl)C1CCCO1 (configuration not stated)	102	-27	-1	105	-6	-1	-0.1	-1.9	23
NC(=O)c1ccc(NC(=O)Cc2cccs2)cc1	107	14	-1	100	0	11	0.7	1.9	-41
COc1cc(NC(=O)C2CCCCC2)c(OC)cc1NC(=O)CCC(=O)NCc1ccco1	96	-9	-2	99	-12	-1	-0.8	-0.1	14
COc1ccccc1NS(=O)(=O)c1cc(NC(=O)Cn2cnc3c2c(=O)n(C)c(=O)n3C)ccc1C	100	-12	-6	105	-3	-1	-0.8	-1.8	17
C=CCNC(=O)c1onc(CSc2cccc(OC)c2)c1C(=O)O	99	12	0	102	-9	1	-0.1	-0.4	-10
O=C(c1ccco1)N1CCN(c2cc(C(F)(F)F)nc3ncnn23)CC1	97	14	-3	99	-10	4	-0.4	-0.5	9
BrC(=C\c1ccccc1)/C=N/n1cnnc1	84	28	1	95	-11	-14	.	.	3
CCOc1ccc(N=C2NC(=O)C(CC(=O)Nc3ccccc3)S2)cc1 (configuration not stated)	103	1	-4	103	-10	-4	-0.8	-0.8	4
O=c1[nH]c2ccccc2cc1-c1nnn(-c2ccccc2)n1	108	.	-6	98	.	2	0.1	-0.4	.
Nc1nc(SCC(=O)Nc2cc(S(=O)(=O)N3CCOCC3)ccc2Cl)n[nH]1	104	12	1	105	-1	-3	-0.6	0.5	6
Cc1ccc(S(=O)(=O)NC(CC(=O)N2CCc3ccccc32)c2ccco2)cc1 (configuration not stated)	102	7	0	101	-9	10	1.0	0.2	1
N#CCC(=N)N1CCN(c2ccccc2)CC1	98	10	4	99	-15	-6	-0.2	6.0	17
CCCCCC(=O)NC(=S)Nc1ccc(Br)cc1C	103	-7	1	103	-5	-2	-1.0	-1.9	18
S=c1nc(SCc2ccccc2)[nH]c2ccccc12	50	-10	-6	49*[inhibitor]	14	-18	-0.3	-1.8	0
CC(=O)Nc1c(C)ccc(S(N)(=O)=O)c1C	106	49	-5	108	0	-3	0.3	0.4	-8
Cn1ncc(Cl)c1C(=O)N1CCN(S(=O)(=O)c2cccs2)CC1	103	23	1	103	6	-1	2.0	0.6	-1
CC1=CC(=C(C#N)C#N)C=C(C)N1Cc1ccccc1	101	-4	-1	100	-10	-4	3.1	2.4	5
O=C(Nc1ccccc1Cl)N1CCN(c2ccc3nnc(-c4ccc(F)cc4)n3n2)CC1	.	-12	-5	.	-12	.	-1.4	-1.8	9
COc1cc(OC)cc(-c2cc(N)n(S(=O)(=O)c3cccc4nsnc34)n2)c1	94	37	-2	94	9	-7	-0.2	-1.7	.
Cn1ncc(Br)c1NC(=O)c1ccco1	100	.	.	98	-1	-6	0.3	2.2	-16
COc1ccccc1NS(=O)(=O)c1ccc2oc(=S)[nH]c2c1	77	36	-3	73	3	-18	1.2	0.6	-1
N#Cc1nc(-c2ccccc2)oc1NCCN1CCCCC1	3.0*[inhibitor]	-20	-1	2.0*[inhibitor]	-16	-21	2.3	-0.6	-2
O=C(c1ccc(C(F)(F)F)cc1)C1CCCN(C(=O)c2csnn2)C1 (configuration not stated)	98	39	-6	103	-2	0	2.5	0.7	-7
Brc1cccc(-c2nc(-c3ccncc3)no2)c1	101	-11	-1	103	2	8	1.1	-0.5	-14
COc1ccc(CC(NC(C)=O)C(=O)NC2CCN(C(=O)c3cc(OC)c(OC)c(OC)c3)CC2)cc1 (configuration not stated)	90	48	-3	102	1	-1	0.4	1.0	.
CC(C)CCNC(=O)CN(C(=O)Cn1nnc(-c2ccc(F)cc2)n1)C1CCCC1	108	-28	-7	107	-15	7	-0.3	-1.3	20
CCOC(=O)c1cc(-c2ccccc2)n(CC(=O)NC(C)(C)C)c1C	89	36	-6	86	10	-1	-0.8	-2.3	-2
Cc1ccc(N=C(NO)c2cnccc2C(F)(F)F)c(C)c1	107	33	-8	105	26	6	0.1	0.4	17
CCOc1ccc(-c2nc(CCl)cs2)cc1OC	103	-8	3	100	-13	-5	-0.8	-0.3	11
O=c1cc(CN2CCN(c3ccccc3)CC2)nc2scc(-c3ccccc3)n12	59	-11	5	67	-8	-12	0.2	2.6	6
C/C(=N\NC(=O)C1CC1)c1ccc(Cl)c(Cl)c1	98	-23	-5	98	-4	1	-0.4	-1.1	-12
Cc1ccc2[nH]c(=O)c(-c3nc4ccccn4c3NCc3ccco3)cc2c1	94	-4	-5	99	1	-2	2.6	0.4	17
S=c1[nH]c2cc3ccccc3cc2[nH]1	82&95	25&-59	4	72&96	-13&-5	-21&-2	-0.9	-0.4	-7
COCCn1nnnc1CN1CCSCC1	95	39	-5	89	-5	-3	0.3	0.6	-8
O=C(NC(Cc1ccccc1)C(=O)NC1CC1)OCc1ccccc1 (configuration not stated)	99	33	-4	103	-8	-2	-0.9	-0.2	16
COc1ccc(C2C3C(=O)N(N(C)c4ncc(C(F)(F)F)cc4Cl)C(=O)C3ON2C)cc1 (configuration not stated)	95	-1	-1	111	-6	-2	-0.1	-1.2	15
Cc1ccc2c(c1)C1NC(=S)NC(C)(O2)C1C(=O)Nc1ccc(Cl)cc1 (configuration not stated)	102	-2	1	146*	2	0	0.5	3.1	28
Cc1ccccc1OCC(=O)NCCCNC(=O)c1cccnc1	98	12	-8	102	0	-7	2.2	0.3	23
